Assay outcomes as filed in PubChem.
Efa HMGR inh = inhibitors of class II HMG-CoA reductase from Enterococcus faecalis; inhibition, % at 10 µM; purified E. faecalis HMGR, NADPH absorbance 340 nm kinetic; hit rate 0.41% among 190,000;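 active = inhibition above a set limit, the median over all tested compounds plus 3 SD, cut at about 9.5% in these data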;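 note: enzyme runs in reverse so mevalonate oxidation gives rising NADPH absorbance; 0% = complete reaction with DMSO and 100% = background rate lacking mevalonate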
TR-FRET SRC-2 ct = flags TR-FRET format artefacts in PPARgamma SRC-2 recruitment agonist screen; TR-FRET ratio at 8 µM; hit rate 0.4% among 200,000; TR-FRET artefact counter-screen; hits give high values; in the data active = TR-FRET ratio above about 2000; note: inactives centre near 1500; reference of the scale not given here
Lmaj promast = reduces viability of Leishmania major promastigotes | inhibition, % at 10 µM | resazurin fluorescence viability | hit rate 9% among 200,000; in the data active = inhibition above about 50%;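 note: promastigotes grown with compound for 44 hours at 28 °C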
bIAP inh = intestinal alkaline phosphatase (bovine) inhibition | 190,000 tested, under 10 active | inhibition, % at 20 µM | purified bovine IAP, CDP-star luminescence, 30 min;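 active = over 50% inhibition of intestinal alkaline phosphatase at 20 µM in the single-dose screen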
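Assay system: bovine IAP enzyme; medium: DEA buffer 100 mM, pH 9.8, with MgCl2 1.0 mM, ZnCl2 0.02 mM; doses: 20 µM single dose; incubation: enzyme reaction for 30 min at room temperature; detection: CDP-star luminescence signal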
S1P3 antag = antagonists of human S1P3 receptor; Q99500; CHO S1P3 NFAT-BLA reporter, FRET fluorescence, antagonist mode; inhibition, % at 4.98 µM; hit rate 0.27% among 170,000; AID 485;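 active = inhibition above the plate cutoff, the mean inhibition of test wells on that plate plus 3 SD, cut at about 28% in these data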;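 note: cells challenged with S1P at its EC80 of 0.8 µM; blue over green emission ratio from cleaved BLA substrate after 4 h stimulation; 0% = S1P-stimulated wells and 100% = unstimulated DMSO-only wells; some compounds past the cut are filed as inactive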
Target sequence (Q99500 whole entry, looked up): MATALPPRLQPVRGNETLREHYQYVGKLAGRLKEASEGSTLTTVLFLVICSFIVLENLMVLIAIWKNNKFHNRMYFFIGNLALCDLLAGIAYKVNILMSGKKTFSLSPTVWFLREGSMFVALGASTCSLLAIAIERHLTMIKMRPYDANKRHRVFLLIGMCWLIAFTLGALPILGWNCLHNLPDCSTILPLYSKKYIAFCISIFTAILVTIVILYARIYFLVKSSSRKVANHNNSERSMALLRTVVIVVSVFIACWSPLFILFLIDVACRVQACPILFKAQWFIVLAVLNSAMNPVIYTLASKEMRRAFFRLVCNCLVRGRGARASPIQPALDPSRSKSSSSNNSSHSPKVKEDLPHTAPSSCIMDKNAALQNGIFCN
PPARg SRC-3 ag = agonists of human PPARgamma SRC-3 coactivator recruitment. P37231. biochemical PPARgamma/SRC-3 coactivator recruitment assay. activation, % at 8 µM. hit rate 0.26% among 200,000; in the data active = activation above about 23%;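 note: 0% = DMSO and 100% = reference agonist; some compounds past the cut are filed as inactive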
ROMK primary = modulates human ROMK potassium channel activity | Tet-inducible ROMK, thallium flux fluorescence; actives lie on both sides | hit rate 2% among 130,000 | AID 1918 | B-score at 10 µM;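 active = signal ratio slope over the read window, or its plate-corrected B-score, at least 3 SD from the plate mean, either direction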;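 note: B-score of the F/F0 ratio slope over 7 to 12 s after thallium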
Target sequence (P48048 whole entry, looked up): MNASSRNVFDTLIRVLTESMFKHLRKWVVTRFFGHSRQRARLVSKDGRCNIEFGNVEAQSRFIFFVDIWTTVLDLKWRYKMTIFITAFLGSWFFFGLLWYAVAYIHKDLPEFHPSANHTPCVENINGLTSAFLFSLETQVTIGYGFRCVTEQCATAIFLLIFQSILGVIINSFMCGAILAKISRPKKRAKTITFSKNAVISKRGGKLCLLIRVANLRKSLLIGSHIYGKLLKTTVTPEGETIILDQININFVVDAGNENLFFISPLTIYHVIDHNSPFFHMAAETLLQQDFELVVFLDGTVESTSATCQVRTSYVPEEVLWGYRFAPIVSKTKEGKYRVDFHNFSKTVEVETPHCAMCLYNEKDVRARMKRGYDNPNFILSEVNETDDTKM
RAM network inh = blocks the yeast RAM network; S. cerevisiae dse1pr::URA3 reporter, 5-FOA growth OD615, 2 d; analog-sensitive cbk1-as2 kinase mutant strain; inhibition, % at 50 µM; hit rate 1.8% among 190,000;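 active = inhibition above a set limit, 3 SD over mean compound inhibition, cut at about 8.4% in these data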;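 note: 0% = DMSO-only wells with no growth and 100% = 10 µM 1-NA-PP1 full growth; inhibition rescues growth on 5-FOA so higher OD means more RAM inhibition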
PPARg SRC-2 ag = promotes SRC-2 coactivator recruitment by human PPARgamma. PPARgamma LBD-SRC-2 recruitment, biochemical. P37231. activation, % at 8 µM. hit rate 0.34% among 200,000. AID 1032; in the data active = activation above about 22%;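 note: 0% = vehicle and 100% = reference agonist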
PPARg SRC1 recr = agonists of human PPARgamma SRC-1 coactivator recruitment. PPARgamma-SRC-1 coactivator recruitment biochemical assay. hit rate 0.41% among 200,000. activation, % at 8 µM; in the data active = activation above about 19%;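 note: 0% = DMSO and 100% = reference agonist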
Redox H2O2 prof = compounds producing H2O2 with reducing agent – biochemical, NIH compound library profiling, artefact control for MLSCN library redox annotation, primary screen; AID 878; DTT-dependent redox cycling H2O2, phenol red/HRP absorbance; 100% = 100 µM peroxide control, 0% = buffer; activation, % at 10 µM; hit rate 0.03% among 200,000;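 active = activation of at least 50% relative to the plate's high and low controls in the primary single-dose screen; inactive = activation below 50%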;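 note: compound incubated with DTT at 0.8 mM final as the reducing agent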
Active calls of the source: *; · = no result given.

molecule	Efa HMGR inh	TR-FRET SRC-2 ct	Lmaj promast	bIAP inh	S1P3 antag	PPARg SRC-3 ag	ROMK primary	RAM network inh	PPARg SRC-2 ag	PPARg SRC1 recr	Redox H2O2 prof
CCN1CCN(C2=CC3=CC(=C(C#N)C#N)CCC3CC2)CC1 (centres undefined)	-4	1721	88*	43	3	8	·	1.6	17	14	-0.5
Cc1sc(N/N=C/c2cccnc2)nc1-c1ccc(Cl)cc1	-14	1455	-4	14	·	-3	·	2.4	11	1	-0.3
O=C(Nc1ccc(NC(=O)C2CC2)cn1)c1ccccc1Cl	-1	1596	-6	9	-18	3	·	-1.0	12	0	0.6
Cc1cc(NS(=O)(=O)c2ccc(Nc3nc(-c4ccc(O)cc4)cs3)cc2)no1	2	1615	-8	19	4	5	1.2	6.8	0	6	-0.2
O=S1(=O)C=C(SCc2ccccc2)Nc2ccccc21	-1	1601	23	6	·	5	·	2.3	-1	-1	-7.2
CCOc1ccc(NC(=O)NCc2cccnc2)cc1	-5	1583	4	10	11	1	-0.51	-0.5	4	14	-0.9
COc1ccc(N(CC(=O)NC2CCCC2)C(=O)c2csnn2)cc1	-3	1552	-6	-4	·	-4	·	2.3	3	-2	4.2
Cc1ccc(NC(=S)NCc2ccc3[nH]c4c(c3c2)CCCC4)cc1	-3	1535	17	6	8	1	0.39	1.5	-1	-2	0.9
O=C1/C(=C/c2cccnc2)SC(=S)N1CC1CCCO1 (centres undefined)	0	1567	42	-45	7	3	-4*	1.8	3	1	-0.3
CN1CCCN(C(=O)c2cc(-c3ccc(Cl)c(Cl)c3Cl)nc3ccccc23)CC1	3	1705	55*	-2	5	1	-0.31	0.6	-4	9	-2.3
COC(=O)c1ccc(NC(=O)c2cc(Cl)ccc2OC)cc1	1	1507	-3	-7	-7	-4	·	2.1	-4	-2	-0.3
COc1ccccc1OCCn1c(C(C)O)nc2ccccc21 (centres undefined)	-7	1416	-1	-4	-5	-1	-4.9*	0.4	3	-4	0.8
Clc1ccc(CSc2nnc(-c3ccncc3)o2)cc1	0	1601	-4	15	12	-3	·	2.4	4	4	-0.2
CCn1nnc(NC(=O)c2cc3ccccc3o2)n1	0	1572	6	4	-6	2	·	0.8	9	-7	2.2
COc1cc(C2NC(=O)NC(C)=C2C(=O)OC(C)(C)C)ccc1OCC(=O)O (centres undefined)	-1	1522	-3	9	-11	3	-0.86	0.7	7	7	0.9
COC(=O)c1ccc(OC(=O)c2ccco2)cc1	2	1724	-7	8	-10	18	·	0.5	5	-1	0.8
Cc1cc(NC(=O)c2cccc(S(=O)(=O)N3CCOCC3)c2)c2ccccc2n1	-4	1380	5	22	·	2	·	0.4	-4	-1	-2.1
COc1ccc2cc(CCNC(=O)c3ccc(Br)o3)c(=O)[nH]c2c1	-7	1337	-2	12	-21	-1	·	5.8	-3	-4	-2.7
COc1ccc(-c2cc3ccccc3oc2=O)cc1NC(=O)c1cccnc1	0	1635	9	6	·	-3	·	3.5	-6	-8	2.2
O=C1c2ccccc2NC2CCCCC12 (centres undefined)	2	1507	3	8	-9	-1	·	0.3	-2	9	-1.6
Cc1ccc(C(=O)CC2(O)C(=O)Nc3ccccc32)s1 (centres undefined)	-1	1467	-7	7	·	-2	·	1.9	1	-2	1.7
O=C(Cn1c(-c2ccccc2)noc1=O)Nc1ccc(N2CCCCCC2)cc1	-4	1608	13	2	-2	12	0.56	2.3	14	4	-0.6
C=CCOc1ccc(C(=O)CC)cc1OC	-5	1564	42	11	-6	2	·	-0.1	-10	-3	-0.6
O=C(CCc1nc2ccccc2[nH]1)Nc1ccccc1	-4	1476	0	9	-17	2	-1.1	-1.3	-4	-2	-2.2
COc1ccc(CCN=C(N)NS(=O)(=O)c2ccc(C)cc2)cc1	-2	1527	-2	40	-11	-4	·	2.2	-14	-7	-0.1
O=C(O)CCC(=O)Nc1ccc(OCC(=O)O)cc1	-9	1494	-5	17	·	7	-0.038	1.8	9	-1	2.3
CCCCSc1nnc([C@@H]2CCCN2C(=O)OC(C)(C)C)o1	0	1473	5	-6	-66	-6	·	0.6	7	-5	4.2
CCOc1ccc(-c2nnc3sc(-c4ccccc4OC)nn23)cc1	·	1379	5	·	·	4	3.3*	·	-9	3	0.6
O=C(O)CCn1cc(/C=C2\SC(=S)NC2=O)c(-c2ccccc2)n1	-4	1549	-7	14	9	4	0.74	2.6	5	0	-2.7
COc1ccc(NC(=O)Nc2ccc(OC)c(OC)c2)c([N+](=O)[O-])c1	-1	1515	0	4	2	-7	·	4.3	-9	-6	0.9
CC1CCCCN1S(=O)(=O)c1ccccc1[N+](=O)[O-] (centres undefined)	1	1532	2	9	1	3	-0.19	0.8	3	1	-0.2
CS(=O)(=O)Nc1cccc(C2=NN(S(=O)(=O)c3ccccc3)C(c3cccs3)C2)c1 (centres undefined)	-12	1530	90*	5	·	-3	·	7.5	4	-8	-4.2
Cc1cc(C)n(CC(=O)n2c3ccccc3c3ccccc32)n1	-4	1327	-5	6	-14	-6	·	-0.5	6	-9	-0.2
CC1CCCCN1c1nc2nonc2nc1N1CCCCC1C (centres undefined)	-7	1529	19	-4	·	1	0.023	-0.9	-4	0	1.4
CCCCNC(=O)c1ccc(CS(=O)(=O)c2ccc(OC)cc2)o1	-5	1631	-3	4	23	-4	·	-1.1	6	2	0.5
COC(=O)c1cc(=O)n(C2CC2)c(=NC2CC2)s1	-2	1492	24	-4	·	-4	·	0.0	-6	1	1.2
CC(OC(=O)C1=COCCO1)C(=O)Nc1cc(S(=O)(=O)N2CCCCC2)ccc1Cl (centres undefined)	-3	1339	9	0	-8	-1	0.8	-0.2	-8	8	-1.1
COc1ccc([N+](=O)[O-])cc1NC(=O)c1ccc(N(Cc2ccccc2C)S(C)(=O)=O)cc1	0	1601	9	14	0	-4	·	4.4	2	6	2.0
Cc1ccc(C2C(C#N)=C(N)SC(N)=C2C#N)cc1	2	1666	6	2	7	10	·	1.7	4	9	-0.3
CCOC(=O)c1ccccc1NC(=O)CSc1ccc(-c2cccnc2)nn1	-2	1511	13	3	4	5	-0.93	5.5	4	2	-0.2
O=C(c1cnsn1)N1CCN(c2ccccc2)CC1	-6	1215	-1	2	-9	4	-0.12	0.0	3	-5	1.4
Cc1ccc(-n2c(C)nc3c(cnn3-c3ccc(C)c(C)c3)c2=O)cc1C	-3	1810	16	13	·	11	·	0.6	0	8	-1.5
CCCCC1CCC(C(=O)Nc2c(C)n(C)n(-c3ccccc3)c2=O)CC1 (centres undefined)	·	1499	-2	·	-7	-5	0.18	·	3	-1	0.6
COC(=O)c1[nH]c2cc(C)ccc2c1NC(=O)CN1CCc2cc(OC)c(OC)cc2C1	-5	1492	11	15	6	2	-0.48	0.4	5	-1	2.5
COc1cc2[nH]cc(C(=O)NCCc3ccccc3)c(=O)c2cc1OC	-6	1498	8	-3	·	22	-0.62	2.4	7	-4	-0.3
COc1ccccc1NC(=S)NC(=O)C(C)C	-1	1427	0	8	·	12	·	-0.4	-6	1	-4.5
CC(=O)Nc1cccc(NC(=O)c2cc(Cl)ccc2Cl)c1	-1	1674	5	20	-10	3	0.79	0.5	4	5	-0.7
COc1ccccc1NC(=O)CCCc1nc(-c2ccc(OC)c(OC)c2)no1	-5	1701	-5	-4	3	4	-0.035	2.1	4	8	-2.7
CCS(=O)(=O)Nc1ccc(C(=O)CC2(O)C(=O)Nc3ccc(Br)cc32)cc1 (centres undefined)	-3	1570	-11	-2	3	-7	-0.06	0.9	7	-4	-0.3
CCOC(=O)c1cccnc1SCC(=O)N(C)c1ccccc1	-1	1627	0	1	21	-14	-1.2	0.0	-13	3	0.0

(listing goes on)
molecule	Efa HMGR inh	TR-FRET SRC-2 ct	Lmaj promast	bIAP inh	S1P3 antag	PPARg SRC-3 ag	ROMK primary	RAM network inh	PPARg SRC-2 ag	PPARg SRC1 recr	Redox H2O2 prof
CCOc1ccc(C(O)C(CN2CCOCC2)c2ccccc2)cc1 (centres undefined)	-4	1594	84*	-2	·	17	·	0.9	10	6	0.7
Cc1nnc(SCc2cccc([N+](=O)[O-])c2)s1	3	1552	-5	-7	-6	3	0.52	2.4	2	8	-0.3
COc1ccc(CC(=O)Nc2ccc(N3CCN(c4ccc(OC)cc4)CC3)c(C#N)c2)cc1	-2	1699	-3	6	16	0	·	3.3	-3	-1	-0.4
Cc1nnc(SCc2cc(=O)n3[nH]cnc3n2)s1	3	1511	-5	6	-27	3	0.56	-0.6	-3	-4	0.9
Cc1ccc(-n2c(Cc3cccn3C)nnc2SCC(N)=O)cc1	-2	1549	-4	1	-14	1	·	-1.5	8	2	-2.0
COc1ccccc1N(CCN1C(=O)c2cccc3cccc(c23)C1=O)C(=O)c1ccncc1	-1	1722	2	-8	-5	4	-0.25	-1.1	12	7	-0.1

Compounds as they come (roughly 13% active in at least one column).
